# Lipid storage S3 = qHTS Assay for Lipid Storage Modulators in Drosophila S3 Cells; Potency in µM for hits, for the others lipid storage change, negative = inhibition, % at the top dose, mostly 46.1 µM; actives 0.64% (n = 320,000); Drosophila S3 cells, BODIPY lipid droplet fluorescence, 18-24 h; cells fed with added oleic acid; active = well fitted inhibition curve with a large enough effect in the signal ratio, with a control signal flat, not every such curve was filed as active; inconclusive = small, poorly fitted or top-dose-only effect, or effect the other way, or a change in a side signal; the % refers to the signal ratio
#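 Laser-scanning cytometry quantifies lipid droplet accumulation (500–530 nm total intensity; droplet/cell object ratio) in oleic acid-fed (400 uM added) Drosophila S3 cells treated with a concentration series. 20 uM Triacsin C defined 100% inhibition.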
# Lipid storage S3 cell count max = recorded beside Lipid storage S3, whose call it bears; cell number change, %; measured here: cell count max response;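 cells counted by Cell Tracker Red CMTPX staining in the red channel; peak over a dose series mostly up to 46.1 µM; percent activity relative to internal control wells on each plate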
# * hit, by the source's call; i = inactive; ? = inconclusive; . = not tested or not shown; [ ] = dose if it differs, or a comment. % is scaled to controls: 0 for no effect and ±100 for the full control effect; potency is read from the fitted curve at half-maximal effect.
SMILES,Lipid storage S3,Lipid storage S3 cell count max
O=C(COC(=O)c1ccccc1Br)Nc1cc(S(=O)(=O)N2CCOCC2)ccc1N1CCCC1,i,.
COc1cccc(-c2noc(CCC(=O)NCC3CCCO3)n2)c1 (stereo unspecified),?,.
O=C(CSc1nc(C2CC2)nc2ccccc12)Nc1ccccc1,-21.3%,7.4
COCCCn1c(=O)/c(=C\c2ccccc2OC(F)F)s/c1=C(/C#N)C(=O)NC(C)C,-11.0%,15.7
CCc1cccc(C)c1NC(=O)CCCN1C(=O)NC(C)(C)C1=O,?,.
CCC(C)NC(=O)CSc1c2c(nc3ccccc13)CCCC2 (stereo unspecified),-0.6%,-7.8
COc1ccc(NC(=O)CC(CC(=O)O)c2cc(OC)c(OC)c(OC)c2)cc1 (stereo unspecified),-7.7%,5.2
S=c1[nH]nc(-c2ccc(Cl)cc2)n1-c1cccnc1,-0.7%,22.7
COc1ccccc1-n1c(SC(C)C(=O)NCC2CCCO2)nc2cc(Cl)ccc2c1=O (stereo unspecified),?,.
Nc1cccnc1Sc1cc(Cl)c(Cl)cc1Cl,i,.
CCOc1ccc(OCCOc2ncnc3ccccc23)cc1,-24.1%,-21.5
CCNC(=O)CC1C(=O)N(c2cccc(C)c2)C(=O)N1CCC(C)C (stereo unspecified),?,.
CC1CN(C(=O)c2scc3c2OCCO3)CC(C)O1 (stereo unspecified),9.1%,8.8
CC(=O)N1c2ccc(S(=O)(=O)N3CCCC(C(=O)Nc4cc(C)cc(C)c4)C3)cc2CC1C (stereo unspecified),?,.
COc1ccc(Nc2ncnc3c2cnn3-c2cccc(C)c2)cc1OC,?,.
CCC1(C)Cc2c(sc3nc(NN)n(C)c(=O)c23)CO1 (stereo unspecified),6.2%,12.7
COc1cccc2c(=O)c3c(cnn3C)n(C)c12,i,.
CC(C)COc1ccc(C(=O)NNC(=O)c2ccc(=O)[nH]c2)cc1,?,.
CC(C)(C)C(=O)NC(=S)Nc1sc2c(c1C#N)CCCCC2,-12.2%,-10.6
O=C(Nc1ccc(N2CCOCC2)cc1)c1ccc(Cl)c(S(=O)(=O)N2CCCC2)c1,?,.

# Structures shown so far containing nitrogen in an aromatic ring:
SMILES,Lipid storage S3,Lipid storage S3 cell count max
COc1cccc(-c2noc(CCC(=O)NCC3CCCO3)n2)c1 (stereo unspecified),?,.
O=C(CSc1nc(C2CC2)nc2ccccc12)Nc1ccccc1,-21.3%,7.4
COCCCn1c(=O)/c(=C\c2ccccc2OC(F)F)s/c1=C(/C#N)C(=O)NC(C)C,-11.0%,15.7
CCC(C)NC(=O)CSc1c2c(nc3ccccc13)CCCC2 (stereo unspecified),-0.6%,-7.8
S=c1[nH]nc(-c2ccc(Cl)cc2)n1-c1cccnc1,-0.7%,22.7
COc1ccccc1-n1c(SC(C)C(=O)NCC2CCCO2)nc2cc(Cl)ccc2c1=O (stereo unspecified),?,.
Nc1cccnc1Sc1cc(Cl)c(Cl)cc1Cl,i,.
CCOc1ccc(OCCOc2ncnc3ccccc23)cc1,-24.1%,-21.5
COc1ccc(Nc2ncnc3c2cnn3-c2cccc(C)c2)cc1OC,?,.
CCC1(C)Cc2c(sc3nc(NN)n(C)c(=O)c23)CO1 (stereo unspecified),6.2%,12.7
COc1cccc2c(=O)c3c(cnn3C)n(C)c12,i,.
CC(C)COc1ccc(C(=O)NNC(=O)c2ccc(=O)[nH]c2)cc1,?,.

# Other compounds:
SMILES,Lipid storage S3,Lipid storage S3 cell count max
O=c1[nH]c2ccccc2nc1N1CCOCC1,?,.
CCN1CC2=C(OC(N)=C(C#N)C2c2cccs2)/C(=C/c2cccs2)C1 (stereo unspecified),?,.
CCOC(=O)C1=C(CCc2ccccc2)NC(=O)NC1c1cccc([N+](=O)[O-])c1 (stereo unspecified),?,.
Cc1cccc(-n2nc3c(c2NC(=O)C(C)C)CSC3)c1,?,.
COCCNC(=O)Cn1nc(-c2ccccc2C)ccc1=O,-4.8%,8.8
CC(=O)Nc1ccc(Nc2cc(C)nc3c(-c4ccccc4)cnn23)cc1,-12.1%,-2.2
C=CCn1c(SCc2nc3ccccc3c(=O)[nH]2)nc2scc(C3CC3)c2c1=O,-11.7%,-25.5
Cc1ccccc1N=C(NO)c1nonc1N,17.4%,11.0
O=C(NC(Cc1c[nH]c2ccccc12)C(=O)O)/C(=C/c1ccco1)NC(=O)c1ccccc1 (stereo unspecified),?,.
COc1ccccc1N1CCN(C(=O)c2cc(-c3ccc4c(c3)OCO4)on2)CC1,i,25.6
Nc1nc2nc(-c3ccc(Cl)cc3)cc(C(F)(F)F)n2n1,?,.
CC1CC1C(=O)OCC(=O)Nc1cccc(S(=O)(=O)NC2=NCCCCC2)c1 (stereo unspecified),?,.
CCCCCCc1nc2c(=O)[nH]c3ccccc3c2o1,?,.
CCc1cc2c(C)ccc(C)c2nc1SCC(=O)Nc1c[nH]c(=O)[nH]c1=O,i,.
Cc1cccc(C)c1OCC(=O)NNC(=O)CCNC(=O)c1ccc(Br)cc1,i,12.7
O=C(C/C=N\OCc1ccc(Cl)cc1Cl)Nc1ccccc1,?,.
Cn1c(CN2CCCCC2)nc2cc(NC(=O)c3ccccc3Cl)ccc21,11.9%,-12.2
CCN1CCN(S(=O)(=O)c2ccc(C(=O)Nc3sc4c(c3C(N)=O)CCN(CC)C4)cc2)CC1,?,.
COc1ccc(NC(=O)C(C)Sc2nnc3c4c(nc(-c5ccc(OC)cc5)n23)CC(C)(C)OC4)cc1 (stereo unspecified),5.1%,1.0
Cc1cccc(N2CCN(CC(=O)Nc3ccc(S(=O)(=O)N4CCOCC4)cc3)CC2)c1C,-6.7%,2.5
COc1ccccc1C(=O)Nc1sc(C(=O)N2CCCC2)c(C)c1C#N,?,.
COc1ccc(OC)c(NC(=O)C2CCN(S(=O)(=O)c3c(C)noc3C)CC2)c1,?,.
O=C(c1ccco1)N1CCN(C(=O)c2nn3cccnc3c2Cl)CC1,?,.
Cc1cc(NC(=O)C(C)N2C(=O)c3ccccc3S2(=O)=O)no1 (stereo unspecified),?,.
COCCNC(=O)CSc1nc2cc(OC)c(OC)cc2c(=O)n1Cc1ccco1,27.8%,-29.4
O=S(=O)(c1c(Cl)sc(Cl)c1Br)N1CCCC1,?,.
CCOc1ccc(/C(O)=C2/C(=O)C(=O)N(CC3CCCO3)C2c2ccco2)cc1 (stereo unspecified),-17.3%,-1.8
CCOC(=O)C(Cc1ccccc1)NS(=O)(=O)c1ccc(NC(C)=O)cc1 (stereo unspecified),-14.1%,-10.8
Cc1ccc(OCC(=O)O/N=C(\N)Cc2ccc(Cl)cc2)cc1,12.2%,9.6
CCC(=O)N1CCc2cc(Br)cc(S(=O)(=O)NCCN3CCCCC3CC)c21 (stereo unspecified),i,.
Cc1ccc(-c2c(NC(=O)C(C)C)n(C)c3ccccc3c2=O)cc1,6.5%,-4.3
Cn1c(SCC(=O)NC(=O)NCc2ccco2)nnc1C(F)(F)F,?,.
CCNc1nc(SCC(=O)OC)nc(N2CCOCC2)n1,?,.
O=C(C1CCCN1S(=O)(=O)c1ccc(Cl)c(Cl)c1)N1CCCCC1 (stereo unspecified),14.5%,-8.2
O=C(c1cc(-c2ccccn2)nc2c(Cl)cccc12)N1CCN(S(=O)(=O)c2ccccc2)CC1,?,.
CS(=O)(=O)N(CC(=O)NCCSCc1cccc(Cl)c1)c1ccc2c(c1)OCO2,?,.
O=S(=O)(c1ccccc1Br)N1CCN(c2ncccn2)CC1,i,-4.8
CCOc1ccc(NC(=O)[C@@H](NC(=O)c2ccco2)C(C)C)cc1,i,4.2
COc1ccc(S(=O)(=O)N(CC(=O)NCC2CCCO2)c2ccccc2)cc1OC (stereo unspecified),?,.
Cc1cc2c(N=NC(=O)CCc3ccccc3)c(O)[nH]c2cc1Br,?,.
CS(=O)(=O)Nc1ccc(C(=O)NCCSc2ccc(Cl)cc2)cc1,?,.
COc1ccc(-c2nnc(NC(=O)c3ccc(S(=O)(=O)N4COCC4(C)C)cc3)o2)cc1,-17.1%,-5.4
CCCC(CCC)C(=O)Nc1ccc2c(c1)N(C(=O)CN1CCN(C)CC1)c1ccccc1CC2,-1.5%,5.7
CCCCOc1ccc(-c2nnc(-c3ccncc3)o2)cc1,27.8%,-13.8
CC(=O)c1cc(C#N)c(SCC(=O)O)nc1C,-2.6%,16.2
CCCn1c(SCC(=O)Nc2nc(-c3ccc(OC)cc3)cs2)nc2c1c(=O)n(C)c(=O)n2C,?,.
CC(C)c1onc(C(=O)N(C)Cc2ccccc2)c1[N+](=O)[O-],?,.
S=C(NCc1ccccc1)NCc1ccc(CNC(=S)NCc2ccccc2)cc1,1.3%,3.3
Cc1nn(C(=O)c2cccs2)c(C)c1CN1C(=O)c2ccccc2C1=O,?,.
Cc1nn(Cc2ccccc2)c(C)c1NC(=O)c1cc(-c2cccs2)on1,-7.8%,-15.7

# The closing 4 entries of the part before open the next one:
SMILES,Lipid storage S3,Lipid storage S3 cell count max
CC(C)c1onc(C(=O)N(C)Cc2ccccc2)c1[N+](=O)[O-],?,.
S=C(NCc1ccccc1)NCc1ccc(CNC(=S)NCc2ccccc2)cc1,1.3%,3.3
Cc1nn(C(=O)c2cccs2)c(C)c1CN1C(=O)c2ccccc2C1=O,?,.
Cc1nn(Cc2ccccc2)c(C)c1NC(=O)c1cc(-c2cccs2)on1,-7.8%,-15.7
Cc1ccc(C)c(NC(=O)c2cnn(-c3ccccc3)c2C)c1,?,.
c1ccc2c(c1)[nH]c1c(N3CCCC3)ncnc12,?,.
Cc1cc(N2CCCCC2)n2nc(C)c(-c3ccccc3)c2n1,?,.
COc1ccc(NC(=O)c2noc3c2CCCCC3)cc1,-4.2%,-7.6
CCN(CC)C(=O)c1c(C)[nH]c(=S)c(C#N)c1-c1ccco1,1.6%,-5.7
CC1CCN(CCCNC(=O)c2ccc(CSCc3cccc(Cl)c3)o2)CC1,?,.
O=C(NCc1cccnc1)c1ccc(-c2cccc(Cl)c2Cl)o1,-6.0%,3.6
CSc1nnc(-c2ccccc2)o1,?,.
O=C(NCC(c1ccco1)N1CCc2ccccc2C1)c1ccc([N+](=O)[O-])cc1 (stereo unspecified),0.9%[0.0737 µM],-18.2
COC(=O)c1ccccc1NC(=O)COc1ccc2c(c1)OCO2,?,.
O=c1n(-c2ccccc2)c(=O)n2n1CC(O)C2,1.1%,2.4
CCOC(=O)c1nn(-c2ccc(C)cc2)c2nc(Nc3ccccc3)cc(=O)n12,?,.
COC(=O)CCC(=O)Nc1ccccc1C(N)=O,3.3%,10.9
O=C(Nc1ccc(C(F)(F)F)cc1)C1(c2ccccc2)CC1,2.4%,0.2
Cn1c(N)c(C(=O)c2cc(-c3ccccc3)nc3ccccc23)c(=O)n(C)c1=O,i,.
COc1cccc(N(C(=O)CNC(=O)c2ccco2)C(C(=O)NC2CCCC2)c2ccncc2)c1 (stereo unspecified),?,.
Cc1ccc(NC(=O)c2ccc(S(=O)(=O)N3CCCCC3)cc2)nc1,i,1.3
CC(=O)c1cccc(NC(=O)c2ccc(N(Cc3ccccc3)S(C)(=O)=O)cc2)c1,?,.
CCc1nnc(SCC(=O)Nc2ccccc2)nc1CC,?,.
Cc1nc2c3ccccc3n(CCN3CCCCC3)c2s1,?,.

# Given bar-delimited: two of the compounds above
molecule | Lipid storage S3 | Lipid storage S3 cell count max
Cn1c(N)c(C(=O)c2cc(-c3ccccc3)nc3ccccc23)c(=O)n(C)c1=O | i | .
COc1cccc(N(C(=O)CNC(=O)c2ccco2)C(C(=O)NC2CCCC2)c2ccncc2)c1 (stereo unspecified) | ? | .

# (further entries)
SMILES,Lipid storage S3,Lipid storage S3 cell count max
Cc1ccc(-c2noc(CN(C(=O)C34CC5CC(CC(C5)C3)C4)C(C)C)n2)cc1,3.3%,-4.7
CCC(C(=O)c1ccc2ncccc2c1)c1ccccc1 (stereo unspecified),?,.
COc1ccc(C(OCC2CO2)c2ccc(OC)cc2)cc1 (stereo unspecified),?,.
COc1cccc(/C=C/C(=O)N2CCN(c3ccccn3)CC2)c1,9.3%,-5.2
CN(C)c1ccc(NC2=C(Cl)C(=O)c3ccccc3C2=O)cc1,?,.
CCn1c(SCC(N)=O)nnc1-c1ccc2[nH]c(C)c(C)c2c1,?,.
CN(CCCN1CCOCC1)C(=O)c1cc(COc2c(F)cccc2F)on1,i,.
Cc1ccc(Cn2cccc2C2=NC(C)CO2)cc1 (stereo unspecified),?,.
COc1ccccc1-c1c(C)c(C)nc(N)c1C#N,17.5%,-5.9
COCCN(CC(=O)Nc1cccc(C)c1C)C(=O)Cc1cccs1,9.2%,11.1

# Screening results as filed in PubChem.

# This is a subset; count on the stated rates, not on these rows.
